# Screening data (PubChem)
# Anesthetic bind – candidate novel general anesthetic via apoferritin binding | Potency, µM (doses to about 77.5 µM), without a hit: at the top dose activity change, negative = displacement, usual class: inhibitors | AID 485281 | 350,000 compounds, 0.074% hits | apoferritin/1-aminoanthracene competitive binding, fluorescence | P02791; note: potency is the fitted concentration of half-maximal effect; % is set by controls: 0 for no effect and ±100 for the full control effect; nearly all actives have a fitted effect of over 20% in size
# Target sequence (P02791 2-175 limits assumed): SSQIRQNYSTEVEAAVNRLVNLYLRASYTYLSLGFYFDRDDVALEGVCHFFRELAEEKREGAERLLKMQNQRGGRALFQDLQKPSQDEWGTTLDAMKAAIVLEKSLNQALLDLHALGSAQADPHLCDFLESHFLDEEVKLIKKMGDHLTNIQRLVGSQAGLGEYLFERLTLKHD
#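 Horse-spleen apoferritin (10 uM) was mixed with 50% saturated 1-aminoanthracene in PBS, exposed to compounds for 10 min at room temperature, and read for fluorescence (ex 380 nm, em 535 nm). Competitive displacement was fitted with a four-parameter Hill equation.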
# D1 antag – human D1 dopamine receptor antagonism; P21728; HEK293 TREx D1 cells, calcium flux, dopamine EC80; active compounds read low; activity change, negative = inhibition, % at 10 µM; 360,000 compounds, 3.2% hits; in the data active = activity change below about -30%; note: % is set by controls: 0 for no effect and ±100 for the full control effect
# Target sequence (P21728 whole entry, looked up): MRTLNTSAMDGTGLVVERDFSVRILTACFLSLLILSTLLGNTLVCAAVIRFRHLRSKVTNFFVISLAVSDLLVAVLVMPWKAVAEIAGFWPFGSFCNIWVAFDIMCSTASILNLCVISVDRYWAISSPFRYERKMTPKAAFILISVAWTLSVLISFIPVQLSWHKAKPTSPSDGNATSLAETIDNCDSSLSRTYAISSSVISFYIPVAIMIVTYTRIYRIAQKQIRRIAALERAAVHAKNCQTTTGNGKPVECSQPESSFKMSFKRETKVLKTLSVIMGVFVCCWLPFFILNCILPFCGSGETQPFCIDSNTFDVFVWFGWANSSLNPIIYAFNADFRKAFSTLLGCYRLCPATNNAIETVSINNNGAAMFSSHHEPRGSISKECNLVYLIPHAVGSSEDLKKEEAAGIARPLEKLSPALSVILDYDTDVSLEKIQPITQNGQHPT
#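 Tetracycline-induced HEK293 Trex D1 cells, force-coupled to calcium, dye-loaded; compounds added and read 180 s, then EC80 dopamine added and calcium flux tracked kinetically another 180 s.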
# D2 PAM – positive allosteric modulators of human D2 dopamine receptor; P14416; potentiation, % at 10 µM; HEK293 T-REx D2, calcium flux, EC20 dopamine potentiation; 340,000 compounds, 0.34% hits;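 active = potentiation over 3 SD above the plate norm, cut at about 30% in these data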; note: 0% is about no effect
# Target sequence (P14416 whole entry, looked up): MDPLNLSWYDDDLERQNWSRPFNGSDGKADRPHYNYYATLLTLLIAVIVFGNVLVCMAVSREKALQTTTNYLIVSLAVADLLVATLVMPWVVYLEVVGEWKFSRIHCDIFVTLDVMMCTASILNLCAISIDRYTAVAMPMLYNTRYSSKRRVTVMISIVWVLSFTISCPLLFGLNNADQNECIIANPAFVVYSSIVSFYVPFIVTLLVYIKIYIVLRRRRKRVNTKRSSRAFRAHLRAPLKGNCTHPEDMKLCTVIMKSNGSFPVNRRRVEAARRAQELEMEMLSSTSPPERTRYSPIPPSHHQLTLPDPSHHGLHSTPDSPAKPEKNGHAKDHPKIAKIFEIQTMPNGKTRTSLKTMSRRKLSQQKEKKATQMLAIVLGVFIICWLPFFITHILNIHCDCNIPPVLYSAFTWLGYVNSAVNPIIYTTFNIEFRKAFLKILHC
#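 Potentiation of an EC20 dopamine calcium response measured kinetically over 180 s, after a preceding 180 s compound-only read flagging agonists. Cells: inducible Hek293 Trex D2 line, 4000/well, cultured overnight at 30 C before dye loading.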
# D1 agonist – agonists of human D1 dopamine receptor; P21728; HEK293 T-REx D1 cells, calcium flux, agonist mode; activation, % at 2 µM; 360,000 compounds, 1% hits; AID 504660; in the data active = activation above about 30%; note: 0% is about no effect
#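 Inducible HEK293 T-REx D1 cells, force-coupled to calcium signalling, were plated at 4000 cells/well with tetracycline and held overnight at 30 C. After no-wash calcium dye loading, compound-evoked calcium rise over 180 s flagged agonists.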
# RXFP1 agonist – activates the human relaxin receptor RXFP1. Potency, µM (titrated, usually from 57.5 µM), for the others: at the highest dose activation, actives largely listed as activators. 370,000 compounds, 0.3% hits. HEK293T-RXFP1 cAMP TR-FRET, 30 min; response scale: percent of porcine relaxin response, buffer zero. Q9HBX9; note: potency is the fitted concentration of half-maximal effect; % is set by controls: 0 for no effect and ±100 for the full control effect; nearly all actives have a fitted effect of over 60% in size; many of its hits are not listed in these tables
#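 HEK293 cells stably expressing RXFP1, treated 30 min at 37C with compounds plus PDE4 inhibitor Ro 20174; cAMP measured by HTRF TR-FRET. Normalized to buffer and 29 nM porcine relaxin; EC50 by Hill fit.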
# D1 potentiator – human D1 dopamine receptor positive modulation; AID 504651; 360,000 compounds, 0.036% hits; potentiation, % at 10 µM; HEK293 TREx D1 cells, calcium flux, dopamine EC20 potentiation; P21728; in the data active = potentiation above about 30%; note: 0% is about no effect
# RXFP1 antagonist – blocks the human relaxin receptor RXFP1; Q9HBX9; HEK293-RXFP1, relaxin-stimulated cAMP HTRF, 30 min; active compounds read low; 350,000 compounds, 0.59% hits; activity change, negative = inhibition, % at 57.5 µM;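 active = activity change of -60% or lower, but not beyond a set lower limit; inconclusive = change between -60% and -40%, or beyond the set limit; inactive = change above -40%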; note: % is set by controls: 0 for no effect and ±100 for the full control effect
# TRHR enhancer – allosterically enhances the human TRH receptor | P34981 | TRHR cells, fluo-8 calcium fluorescence, EC20 TRH enhancement | enhancement, % at 2 µM | 360,000 compounds, 0.66% hits | AID 493056; in the data active = enhancement above about 30%; note: 0% is about no effect
#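 Enhancer read-out: after compound pinning and an initial kinetic agonist-mode read, an EC20 of TRH (10 nM final) was injected and fluo-8 calcium signal (Ex 480/Em 530) followed at 1 s/cycle for 100 cycles in TRHR-expressing cells.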
# TRHR agonist – activates the human TRH receptor; P34981; TRHR cells, calcium flux fluo-8, FDSS agonist mode; activation, % at 2 µM; 360,000 compounds, 0.18% hits; AID 493084; in the data active = activation above about 30%; note: 0% is about no effect
#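 Read-out: compound-evoked intracellular calcium rise in TRHR cells, fluo-8 dye, kinetic FDSS fluorescence at 1 s/cycle following a 10-cycle baseline. Cells cultured overnight before dye loading (30 min–1.5 h, RT).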
# Starred values were filed as active, the others as inactive; ? = inconclusive; . = not tested or not shown; [ ] = another dose, or the depositor's remark. Unless noted, calls come from the whole dose curve; as a rule, active = well fitted curve in the direction sought with a large enough effect; inconclusive = small, poorly fitted or top-dose-only effect, or another doubt; inactive = no such curve, though single readings can be large; an effect the other way counts as inactive or inconclusive. Not all compounds are listed; rates above refer to the full screens.
# Labels used below: A = Anesthetic bind; B = D1 antag; C = D2 PAM; D = D1 agonist; E = RXFP1 agonist; F = D1 potentiator; G = RXFP1 antagonist; H = TRHR enhancer; I = TRHR agonist
O=C(NCC(c1cccnc1)N1CCN(Cc2ccccc2)CC1)C(=O)Nc1cccc(Cl)c1 (stereo unspecified)
  A: -9%	B: -3	C: -8	D: 0	E: 5.0%	F: -3	G: -10	H: 1	I: 0.2

O=C(Nc1ccc(Cl)cc1)c1cc2nc(-c3ccc4c(c3)OCO4)cc(C(F)(F)F)n2n1
  A: -5%	B: -14	C: -4	D: 0	E: 1.2%	F: -5	G: 3	H: 14	I: 0.9

O=[N+]([O-])c1cccc(CSc2cccc[n+]2[O-])c1
  A: -10%	B: 10	C: 10	D: 1	E: 3.0%	F: -5	G: -1	H: -5	I: 1.3

Cc1ccc(NC(=O)CN2C(=O)NC3(CCCC3)C2=O)c(Cl)c1
  A: 8%	B: 7	C: 15	D: 1	E: -0.6%	F: 3	G: -6	H: 22	I: -0.3

CC(Nc1nc(-c2ccccc2F)nc2ccccc12)c1ccccc1 (stereo unspecified)
  A: 3%	B: -10	C: -6	D: 3	E: 0.0%	F: -7	G: -23	H: -6	I: 0.0

CCOC(=O)C1(C(F)(F)F)N=C(c2cccnc2)OC(N2CCOCC2)=N1 (stereo unspecified)
  A: -16%	B: 2	C: -9	D: 0	E: 0.5%	F: -8	G: -5	H: -5	I: 0.7

Cc1ccc2nc(SCC(=O)Nc3ccccc3F)nc(=O)n2c1
  A: .	B: 9	C: -1	D: 3	E: 19%	F: -2	G: -2	H: 3	I: 0.1

Cn1ccnc1C1CCCCN1C(=O)c1cc(COc2ccc(F)cc2F)on1 (stereo unspecified)
  A: -9%	B: 3	C: 8	D: 4	E: 4.4%	F: -2	G: -3	H: 5	I: -0.2

O=C(c1ccccc1)N1CCN(C(=S)NCCc2ccccc2)CC1
  A: -3%	B: 11	C: -1	D: 3	E: 0.1%	F: 4	G: 7	H: -1	I: 0.8

c1ccc(CC2CNc3ccccc3CN2)cc1 (stereo unspecified)
  A: -9%	B: 1	C: 0	D: 2	E: 1.5%	F: -7	G: -3	H: 8	I: 0.2

Cc1ccc(CN(Cc2ccco2)C(=O)COc2ccc(C(C)C)cc2)cc1
  A: 96%[activator]	B: -56*	C: 17	D: 46*	E: 0.5%	F: 1	G: -32	H: 4	I: -0.9

O=C(O)COc1cccc(NC(=O)c2ccccc2)c1
  A: -8%	B: 1	C: -5	D: 2	E: 0.9%	F: -9	G: -5	H: 1	I: 0.3

O=C1CN(C(=O)COc2ccc(Cl)c(Cl)c2)c2ccccc2N1
  A: .	B: 7	C: -2	D: 2	E: 0.8%	F: -3	G: -2	H: 15	I: 1.2

CSc1nnc(-c2sccc2OCc2ccc(C)cc2)n1C
  A: -15%	B: -3	C: 3	D: 1	E: -2.7%	F: 1	G: 2	H: 3	I: -0.6

Cc1noc(C)c1S(=O)(=O)N1CCC(C(=O)N2CCN(c3ccc(Cl)cc3)CC2)CC1
  A: -5%	B: -11	C: -7	D: 2	E: 1.2%	F: 1	G: 4	H: 17	I: -0.6

COC(=O)c1sc2nc(CN3CCN(c4cccc(C(F)(F)F)c4)CC3)[nH]c(=O)c2c1C
  A: -24%	B: 1	C: -9	D: 9	E: -0.3%	F: 2	G: -9	H: 0	I: -0.5

CC1CCN(c2nc(N(C)c3ccccc3)nc(N)c2[N+](=O)[O-])CC1
  A: -11%	B: 3	C: 5	D: 5	E: -0.7%	F: -1	G: ?	H: 16	I: 0.1

C=CCNC(=O)c1ccc(OC)cc1
  A: -2%	B: 14	C: 8	D: 4	E: 3.6%	F: -4	G: 13	H: 6	I: -1.0

CC(Nc1nc2ncn(Cc3ccccc3)c2c(=O)[nH]1)C(=O)O (stereo unspecified)
  A: -4%	B: -5	C: -17	D: 4	E: 0.0%	F: -4	G: .	H: 1	I: 0.4

CC(NC(=O)NC1CCCCC1)C(c1cccs1)N1CCN(Cc2ccccc2)CC1 (stereo unspecified)
  A: -4%	B: -19	C: -8	D: -1	E: -0.8%	F: -4	G: -1	H: 0	I: -0.3

CN1C(=O)C2(c3ccccc31)N(C)CC(c1ccccn1)C21SC(=S)N(Cc2ccco2)C1=O (stereo unspecified)
  A: ?	B: 23	C: 2	D: 3	E: 1.8%	F: 1	G: 2	H: 0	I: -0.4

c1ccc(Cn2cc(CNc3ccccc3)nn2)cc1
  A: -6%	B: -3	C: -3	D: 1	E: 4.3%	F: -1	G: .	H: 0	I: -0.6

CCn1nnnc1SCC(=O)N1c2ccccc2Sc2ccccc21
  A: -16%	B: 5	C: -3	D: 1	E: -0.4%	F: -7	G: -4	H: -4	I: 0.3

CCOC(=O)N1CCN(c2c(-c3ccccc3)c3cc(Cl)ccc3[nH]c2=O)CC1
  A: -6%	B: 13	C: -3	D: 10	E: 1.0%	F: -7	G: 8	H: 20	I: -0.8

CC1(C)Oc2ccc3ccc(=O)oc3c2C(/C=N/O)=C1Cl
  A: -14%	B: -1	C: -9	D: 1	E: 0.7%	F: -2	G: 1	H: 1	I: 0.2

# Single records (already shown):
# Cc1noc(C)c1S(=O)(=O)N1CCC(C(=O)N2CCN(c3ccc(Cl)cc3)CC2)CC1 is entered as Anesthetic bind = -5%; D1 antag = -11; D2 PAM = -7; D1 agonist = 2; RXFP1 agonist = 1.2%; D1 potentiator = 1; RXFP1 antagonist = 4; TRHR enhancer = 17; TRHR agonist = -0.6
# O=C(NCC(c1cccnc1)N1CCN(Cc2ccccc2)CC1)C(=O)Nc1cccc(Cl)c1 (stereo unspecified) is entered as Anesthetic bind = -9%; D1 antag = -3; D2 PAM = -8; D1 agonist = 0; RXFP1 agonist = 5.0%; D1 potentiator = -3; RXFP1 antagonist = -10; TRHR enhancer = 1; TRHR agonist = 0.2

# Continued:
# Labels used below: A = Anesthetic bind; B = D1 antag; C = D2 PAM; D = D1 agonist; E = RXFP1 agonist; F = D1 potentiator; G = RXFP1 antagonist; H = TRHR enhancer; I = TRHR agonist
Nc1nc(Nc2cccc(Cl)c2)nc(NCc2ccco2)c1[N+](=O)[O-]
  A: -16%	B: 12	C: 11	D: 8	E: 4.0%	F: 3	G: 17	H: 13	I: -0.5

O=C(COC(=O)c1cccs1)NCC1CCCO1 (stereo unspecified)
  A: -7%	B: 2	C: 12	D: 0	E: 25%	F: -5	G: 1	H: 5	I: 0.3

Cn1c(C(=O)NC2CCCCC2)cc2c(=O)n(C)c3ccccc3c21
  A: -10%	B: -7	C: -5	D: 3	E: 16%	F: -3	G: 9	H: 1	I: -0.2

O=C(Cn1c(CO)nc2ccccc21)Nc1ccccc1Cl
  A: -2%	B: 1	C: 2	D: 7	E: -2.2%	F: -3	G: 1	H: -4	I: 0.1

O=C(CSC(=S)N1CCSCC1)c1ccc(Cl)cc1
  A: ?	B: -46*	C: 3	D: 9	E: 1.0%	F: 1	G: -16	H: 7	I: 1.5

CCOC(=O)Cc1csc(NC(=O)c2ccc(C)o2)n1
  A: 1%	B: 21	C: -2	D: 2	E: -0.1%	F: -6	G: 0	H: 1	I: -0.2

COc1ccc(NC(=O)c2sc3nc(Cc4ccccc4)cc(C(F)(F)F)c3c2N)cc1OC
  A: 9%	B: -5	C: 6	D: 12	E: -0.4%	F: 6	G: 5	H: 32*	I: 2.5

CCOC(=O)N1CCN(C(=O)CCc2ccc(S(=O)(=O)NC(C)C)cc2)CC1
  A: -4%	B: -14	C: -5	D: 1	E: 3.7%	F: -5	G: 12	H: -2	I: -2.3

CCCCNC(=S)N/N=C/C1=CCC2CC1C2(C)C (stereo unspecified)
  A: -8%	B: 18	C: 7	D: 0	E: 2.8%	F: 0	G: -26	H: -1	I: -0.2

CCCCc1nc2ccccc2c(=O)n1NC(=O)c1c(O)c2cccc3c2n(c1=O)CC3
  A: -7%	B: 5	C: -1	D: 3	E: 1.7%	F: -4	G: -11	H: -4	I: -0.6

CCC(C(=O)OC)n1c(-c2ccccc2)nc2ccccc2c1=O (stereo unspecified)
  A: -10%	B: 20	C: 3	D: 4	E: -0.6%	F: 2	G: 2	H: -6	I: 0.0

O=C(CC1C(=O)NCCN1Cc1cccc(Oc2ccccc2)c1)NCCc1ccccn1 (stereo unspecified)
  A: -19%	B: 1	C: 3	D: 1	E: 0.3%	F: 0	G: -35	H: -20	I: -0.2

O=C(COC(=O)C1(c2ccc(F)cc2)CCCC1)Nc1ncc(C(F)(F)F)cc1Cl
  A: -20%	B: 10	C: -2	D: 5	E: 0.9%	F: -4	G: -19	H: 4	I: 0.4

CCN(C(=O)COC(=O)c1ccc(Cl)nc1)C1CCS(=O)(=O)C1 (stereo unspecified)
  A: -2%	B: 7	C: .	D: 1	E: 3.5%	F: -4	G: -4	H: 1	I: 0.1

Nc1cc(=O)[nH]c(=S)n1-c1cccc(C(F)(F)F)c1
  A: -6%	B: -13	C: -7	D: 0	E: -1.2%	F: -3	G: -23	H: -7	I: 1.5

COc1cccc(N2CC(C(=O)N3CCC4(CC3)CC(=O)c3ccccc3O4)CC2=O)c1 (stereo unspecified)
  A: .	B: 0	C: 8	D: 10	E: -1.2%	F: -7	G: -15	H: 12	I: -0.4

Cc1cc(C)nc(CCNC(=O)c2cc(COc3c(F)cccc3F)on2)n1
  A: -13%	B: -20	C: 6	D: 2	E: 3.0%	F: -5	G: -13	H: -6	I: -0.3

N#CC(C(=O)OCc1ccccc1)c1nc2ccccc2nc1N1CCOCC1 (stereo unspecified)
  A: ?	B: 8	C: 8	D: 33*	E: 2.8%	F: 4	G: 0	H: 1	I: 5.7

Cc1c(OC(C)C(=O)NCC2CCC(C(=O)O)CC2)ccc2c(-c3ccccc3)cc(=O)oc12 (stereo unspecified)
  A: -5%	B: -4	C: -16	D: 3	E: 0.4%	F: 1	G: .	H: 12	I: 0.5

COc1ccc2oc(=O)cc(CN3CCOCC3)c2c1
  A: -3%	B: 7	C: 8	D: 0	E: -2.5%	F: -6	G: 0	H: -6	I: 0.1

# A stretch from further up:
# Labels used below: A = Anesthetic bind; B = D1 antag; C = D2 PAM; D = D1 agonist; E = RXFP1 agonist; F = D1 potentiator; G = RXFP1 antagonist; H = TRHR enhancer; I = TRHR agonist
C=CCNC(=O)c1ccc(OC)cc1
  A: -2%	B: 14	C: 8	D: 4	E: 3.6%	F: -4	G: 13	H: 6	I: -1.0

CC(Nc1nc2ncn(Cc3ccccc3)c2c(=O)[nH]1)C(=O)O (stereo unspecified)
  A: -4%	B: -5	C: -17	D: 4	E: 0.0%	F: -4	G: .	H: 1	I: 0.4
